GDH-TPI counter: inhibits GDH-TPI coupling enzymes, artifact for Mtb FBA screen. 360,000 compounds, 1.2% hits. GDH-TPI coupled enzyme counterscreen, NADH absorbance. inhibition, % at 4.8 µM;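 also: 0% = DMSO wells and 100% = wells lacking the enzyme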
CCHFV vOTU inh: CCHFV vOTU protease inhibition; 370,000 compounds, 0.55% hits; inhibition, % at 11.5 µM; Pep-AMC fluorescence; also: 0% = vehicle wells with enzyme and 100% = no enzyme wells
Rv3671c protease: inhibits the M. tuberculosis serine protease Rv3671c | inhibition, % at 5.96 µM | 320,000 compounds, 0.048% hits | AID 2606; in the data active = inhibition above about 38%;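 also: extracellular domain of Rv3671c used as enzyme; 0% = enzyme with DMSO and 100% = no enzyme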
Target sequence (P9WHR9 whole entry, looked up, the tested form may be a part): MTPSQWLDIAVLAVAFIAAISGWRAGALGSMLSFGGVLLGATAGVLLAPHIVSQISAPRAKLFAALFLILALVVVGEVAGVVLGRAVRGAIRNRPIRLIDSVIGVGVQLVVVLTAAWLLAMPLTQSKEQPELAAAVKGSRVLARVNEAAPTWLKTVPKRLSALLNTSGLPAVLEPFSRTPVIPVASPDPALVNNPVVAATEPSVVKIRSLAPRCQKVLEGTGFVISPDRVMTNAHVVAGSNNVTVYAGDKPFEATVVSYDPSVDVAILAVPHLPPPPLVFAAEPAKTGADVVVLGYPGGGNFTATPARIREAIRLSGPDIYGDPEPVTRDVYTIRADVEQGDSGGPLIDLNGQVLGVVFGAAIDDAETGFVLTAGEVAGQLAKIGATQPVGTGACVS
BioA inh: inhibitors of Mycobacterium tuberculosis BioA enzyme; inhibition, % at 9.99 µM; purified M. tuberculosis BioA enzyme, plate reader; 360,000 compounds, 0.096% hits; in the data active = inhibition above about 40%; inconclusive = no clear call, values can overlap the other calls
Mtb FBA inh: Mtb fructose-bisphosphate aldolase inhibition; purified M. tuberculosis FBA, fluorescence read-out; inhibition, % at 1 µM; 360,000 compounds, 2.3% hits; AID 588726; in the data active = inhibition above about 27%;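 also: 0% = vehicle and 100% = reference inhibitor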
Target sequence (P9WQA3 whole entry, looked up): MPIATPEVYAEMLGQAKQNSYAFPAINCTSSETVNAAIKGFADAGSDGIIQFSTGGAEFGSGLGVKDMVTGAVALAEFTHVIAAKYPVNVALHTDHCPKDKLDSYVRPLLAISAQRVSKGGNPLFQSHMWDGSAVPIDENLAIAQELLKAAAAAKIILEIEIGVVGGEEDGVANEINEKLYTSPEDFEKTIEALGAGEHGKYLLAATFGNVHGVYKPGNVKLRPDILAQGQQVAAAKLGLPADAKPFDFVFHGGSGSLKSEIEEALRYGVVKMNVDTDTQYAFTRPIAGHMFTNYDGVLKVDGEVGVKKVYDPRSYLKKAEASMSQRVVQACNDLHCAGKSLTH
VHR inh abs: DUSP3 (human) phosphatase inhibition; P51452; recombinant VHR phosphatase, pNPP absorbance; inhibition, % at 13.3 µM; 290,000 compounds, 0.52% hits; AID 1654; in the data active = inhibition above about 50%; also: some compounds called inactive have numbers as strong as hits
Target sequence (P51452 whole entry, looked up): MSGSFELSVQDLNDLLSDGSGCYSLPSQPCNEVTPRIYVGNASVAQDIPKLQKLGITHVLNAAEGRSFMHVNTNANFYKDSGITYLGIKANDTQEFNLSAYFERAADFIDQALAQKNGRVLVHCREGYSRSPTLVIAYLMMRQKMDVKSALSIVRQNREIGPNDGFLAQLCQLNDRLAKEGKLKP
Mtb UGM inh: inhibitors of M. tuberculosis UDP-galactopyranose mutase | 320,000 compounds, 0.06% hits | purified UGM, fluorescence polarization probe displacement | inhibition, % at 10 µM | P9WIQ1; in the data active = inhibition above about 10%, passing the limit was not always enough; inconclusive = no clear call, values can overlap the other calls
MazF activator: MazEF (E. coli) toxin RNase activation; 350,000 compounds, 0.32% hits; activation, % at 20 µM; FAM/BHQ RNA-DNA oligo cleavage fluorescence, 5 h; in the data active = activation above about 50%
Target sequence (P0AE70 whole entry, looked up): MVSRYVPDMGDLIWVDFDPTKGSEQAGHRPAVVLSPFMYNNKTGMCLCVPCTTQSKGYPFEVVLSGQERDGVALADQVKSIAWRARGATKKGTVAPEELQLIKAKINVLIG
BoNT-F LC inh: inhibitors of Botulinum neurotoxin F light chain protease; AID 588497; Multiplex microsphere protease cleavage assay, flow cytometry; inhibition, % at 10 µM; 360,000 compounds, 0.22% hits; in the data active = inhibition above about 35%, passing the limit was not always enough; inconclusive = no clear call, values can overlap the other calls; also: plate controls were buffer without enzyme for full effect and enzyme alone for no effect
FadD28 FP inh: blocks FadD28 binding to the bisubstrate probe; fluorescence polarization; inhibition, % at 12.5 µM; 360,000 compounds, 0.22% hits; AID 588549; in the data active = inhibition above about 8.5%, passing the limit was not always enough; inconclusive = no clear call, values can overlap the other calls
* marks the source's active call; other numbers are inactive results; u = inconclusive; x = no result given; & = joins results of further samples. Rule as the data show it, unless noted: active = inhibition above about 30%; inactive = the rest. An unsorted share of the library. About 4.9% of those tested had a hit in this group.

SMILES | GDH-TPI counter | CCHFV vOTU inh | Rv3671c protease | BioA inh | Mtb FBA inh | VHR inh abs | Mtb UGM inh | MazF activator | BoNT-F LC inh | FadD28 FP inh
CC(=O)NC1C(OC(=O)/C=C/c2ccccc2)OC(COC(C)=O)C(OC(C)=O)C1OC(C)=O (stereo not drawn) | 1 | -5 | 0 | -1.5 | -3 | 1 | 1.4 | 7 | 1 | 0.4
CCOc1ccccc1OCCOc1cccc(C(F)(F)F)c1 | -8 | 6 | -4 | -1.4 | -6 | 10 | -1.3 | 1 | -11 | -3.6
COc1cc2oc(=O)cc(CN3CCCC3)c2cc1Cl | x | -25 | x | 1.4 | 22 | x | x | x | -10 | -1.5
Cc1ccccc1-c1nc(C(=O)NCC2CCCO2)cc2c1[nH]c1ccccc12 (stereo not drawn) | 13 | -2 | -36 | 1.3 | 13 | 9 | 4.5 | 1 | -8 | -6.0
COc1ccc(S(=O)CC(=O)Nc2ccccc2Cl)cc1 (stereo not drawn) | 0 | 0 | -6 | x | 0 | -2 | 1.1 | 2 | -11 | -2.4
CCOc1ccccc1NC(=O)c1cnc(NS(=O)(=O)c2ccccc2)nc1 | 1 | -1 | 2 | 0.2 | 0 | -9 | -0.8 | -6 | 3 | -2.1
N#Cc1c(-c2ccc(Cl)cc2Cl)nc2n(c1=O)CCS2 | 17 | -9 | -6 | 1.0 | 1 | 17 | 1.3 | 0 | -2 | -2.2
COC(=O)c1cccc(N(CC(=O)NCC2CCCO2)C(=O)CCC(=O)Nc2cc(C)on2)c1 (stereo not drawn) | 4 | -7 | -7 | -0.2 | 3 | 23 | 0.9 | 8 | -5 | -0.7
Cc1cccc(NC(=S)N2CCN(C(=O)c3ccco3)CC2)c1C | -2 | -1 | 5 | -0.2 | -1 | 26 | -0.6 | 1 | 5 | -1.5
CCc1nnc(NC(=O)c2nc(S(=O)(=O)Cc3ccccc3)ncc2Cl)s1 | 8 | 2 | -3 | -1.0 | -1 | -12 | -0.6 | 7 | -4 | -2.9
COC(=O)c1cn(C(=O)c2cccc3ccccc23)c2ccccc12 | -12 | 9 | -3 | x | -1 | 25 | 1.2 | 2 | u | -3.4
CC(Sc1nnc2n1CCCCC2)C(=O)Nc1cccc(S(=O)(=O)N2CCOCC2)c1 (stereo not drawn) | 2 | 2 | x | 3.9 | 4 | x | x | 6 | x | -1.0
O=c1oc2ccccc2c(Nc2ccccc2)c1[N+](=O)[O-] | 7 | 0 | -3 | 5.7 | -1 | 38 | 0.6 | 5 | -4 | -2.9
Clc1cccc(Cc2ccc(Cl)nn2)c1 | 3 | -5 | 6 | x | 0 | 12 | 0.0 | 6 | 14 | -2.4
CS(=O)(=O)c1ccc(-c2csc(C(O)(c3ccccc3)C(F)(F)F)n2)cc1 (stereo not drawn) | 4 | 6 | x | -1.2 | -3 | x | x | x | -5 | -7.3
CCOc1ccc(NC(=O)CN(C)C(=O)CCc2nc3ccccc3c(=O)[nH]2)cc1OCC | -2 | 21 | x | -0.1 | -2 | x | x | -2 | -11 | -2.4
O=C(NCC1CCCN1S(=O)(=O)c1cccs1)c1ccccc1 (stereo not drawn) | 7 | -12 | 2 | -0.6 | -1 | x | 0.2 | -5 | -4 | -4.3
CCOC(=O)CC(S(=O)(=O)c1ccccc1)S(=O)(=O)c1ccccc1 | 6 | -3 | x | -1.7 | 1 | x | x | -2 | -6 | -1.5
COC(=O)C1=C(C)N(CCCC(=O)O)C(=O)NC1c1ccccc1OS(=O)(=O)c1ccc([N+](=O)[O-])cc1 (stereo not drawn) | 1 | -1 | 1 | 0.2 | 1 | x | 2.9 | 4 | -4 | -1.7
COc1cc(/C(C)=N/NC(=O)Cc2c(C)[nH][nH]c2=O)ccc1O | 6 | -4 | 4 | -1.7 | 1 | -17 | 1.7 | 2 | 1 | -1.5
C/C=C/c1ccc2c(c1)O[C@@H](CN(C)C(=O)c1ccc(F)cc1)[C@@H](C)CN([C@H](C)CO)S2(=O)=O | -10 | 1 | x | 5.3&1.7&7.8 | -2 | x | x | 6 | 3 | -3.6
CSc1nc2ccc(NS(=O)(=O)c3ccc([N+](=O)[O-])cc3)cc2s1 | -1 | 6 | -3 | 7.1 | 0 | -9 | 5.7 | 3 | -3 | 0.9
CC(=O)Nc1cc(-c2ccccc2CN(C)C)cn2c(-c3ccc(F)c(Cl)c3)cnc12 | 12 | 14 | x | 0.6 | 6 | x | x | x | -1 | -3.1
O=C(CNC(=O)N1CC(=O)Nc2ccccc21)Nc1ccc(Cl)cc1Cl | -5 | -1 | x | -1.0 | -1 | x | x | 5 | 1 | -4.6
COCCNC(=O)Cc1c(C)c2cc3c(cc2oc1=O)OC(C)(C)CC3 | 16 | -159 | x | 3.8 | 165* | 2 | 1.0 | 6 | -14 | -0.8

Some of the entries so far, comma-delimited:
SMILES,GDH-TPI counter,CCHFV vOTU inh,Rv3671c protease,BioA inh,Mtb FBA inh,VHR inh abs,Mtb UGM inh,MazF activator,BoNT-F LC inh,FadD28 FP inh
CS(=O)(=O)c1ccc(-c2csc(C(O)(c3ccccc3)C(F)(F)F)n2)cc1 (stereo not drawn),4,6,x,-1.2,-3,x,x,x,-5,-7.3
CCOc1ccc(NC(=O)CN(C)C(=O)CCc2nc3ccccc3c(=O)[nH]2)cc1OCC,-2,21,x,-0.1,-2,x,x,-2,-11,-2.4
O=C(NCC1CCCN1S(=O)(=O)c1cccs1)c1ccccc1 (stereo not drawn),7,-12,2,-0.6,-1,x,0.2,-5,-4,-4.3

Further records follow:
SMILES | GDH-TPI counter | CCHFV vOTU inh | Rv3671c protease | BioA inh | Mtb FBA inh | VHR inh abs | Mtb UGM inh | MazF activator | BoNT-F LC inh | FadD28 FP inh
COc1ccccc1C(=O)NC(C)c1ccc(-n2ccnc2)cc1 (stereo not drawn) | 3 | -8 | 9 | 4.7 | -2 | 41 | 1.1 | 6 | 0 | -0.4
CC(=O)NC(Cc1c[nH]c2ccccc12)C(=O)NCc1ccco1 (stereo not drawn) | -3 | -1 | -1 | -0.1 | 0 | 22 | -1.4 | -25 | -3 | -0.9
CC(C)c1ccc(CN2CCC2(C)C(=O)Nc2cccc(Oc3ccccc3)c2)cc1 (stereo not drawn) | 3 | 19 | x | -1.2 | -3 | x | x | x | -7 | -3.3
Nc1cccc2c(O)cccc12 | 18 | -7 | 0 | x | 26 | x | -2.2 | 13 | -12 | 2.5
COc1ccccc1C1=NN(C(=O)c2ccccc2)C(c2ccc(Br)cc2)C1 (stereo not drawn) | -9 | 8 | -6 | -0.9 | 1 | 13 | 4.1 | 0 | 0 | -3.1
Cc1ccc(Cn2c(C)c3cnn(CC(=O)NC4CCCC4)c(=O)c3c2C)cc1 | -2 | -6 | 1 | -0.1 | 1 | 6 | 1.3 | 4 | -6 | -3.1
CN1CCN(Cc2nc(N)nc(Nc3ccc4c(c3)OCCO4)n2)CC1 | -8 | -7 | -1 | x | -1 | 1 | -0.5 | 4 | 13 | -0.7
C(=C\c1ccccc1)/CN1CCN(C(c2cc3ccccc3o2)c2nnnn2C2CCCC2)CC1 (stereo not drawn) | x | 0 | x | 1.2 | 1 | x | x | x | -4 | -1.4
O=C(Nc1ccon1)c1csc2ccccc12 | 17 | 4 | 0 | x | 4 | -5 | 2.8 | 2 | -7 | -0.9
COc1ccc(C2=NOC(C(=O)Nc3cc(Br)ccc3O)C2)cc1OC (stereo not drawn) | 2 | -5 | -14 | -1.1 | -2 | 2 | 1.0 | -4 | 7 | -0.5
Cn1ccsc1=NC(=O)c1ccccc1OC(F)F | 6 | -5 | 1 | -0.9 | -3 | -11 | -1.6 | 3 | 4 | -3.1
O=C(Nc1nc(-c2ccc(F)cc2)cs1)C1CCCO1 (stereo not drawn) | 0 | 3 | -2 | x | -1 | -12 | 2.5 | -4 | -5 | -0.5
Cc1cccc(NP(=O)(Oc2ccccc2F)Oc2ccccc2F)c1C | -2 | 2 | -7 | 2.9 | -1 | -4 | -1.9 | -6 | -6 | -2.0
O=C(CSc1n[nH]c(-c2cccs2)n1)N1CCCc2ccccc21 | -9 | -2 | -3 | x | 1 | 9 | 1.6 | -2 | -3 | -1.5
CCN(CC(=O)Nc1cc(Cl)ccc1C)c1ncnc2sc(C)c(C)c12 | 1 | -3 | -7 | x | 1 | 17 | 0.6 | 2 | -5 | -20
Cn1c(SCC(=O)NCc2ccccc2)nc2ccccc21 | -9 | 8 | 8 | -1.1 | 1 | 5 | -0.3 | 4 | 8 | -3.4
Cc1ccc(S(=O)(=O)N2CCC(N3CCCCCC3)CC2)cc1 | 8 | -9 | -5 | 0.6 | 1 | 4 | 7.0 | 0 | -16 | -0.7
CN1CCN(C(=O)c2ccc(CS(=O)(=O)c3c(Cl)cccc3Cl)o2)CC1 | 10 | -2 | 1 | 0.3 | -1 | 34 | 3.4 | -8 | -8 | -1.5
Cc1cc(C)cc(C(=O)N/N=C/c2ccoc2)c1 | 6 | -4 | -4 | 6.9 | 2 | 10 | 1.3 | 2 | 1 | -0.6
COc1cc(O)c(C(CCN2CCOCC2)c2ccc3c(c2)OCO3)c(OC)c1 (stereo not drawn) | 6 | 3 | 3 | -1.9 | -1 | 22 | 0.4 | 3 | 1 | -1.3
COc1ccc(NC(=O)C2CCC(=O)N2C(=O)OCc2ccccc2)cc1 (stereo not drawn) | 3 | 2 | 3 | -1.1 | -4 | -2 | -1.2 | -2 | -1 | -0.3
Nc1ccccc1Sc1ccc(C(=O)c2ccccc2C(=O)O)cc1[N+](=O)[O-] | 27 | 7 | -3 | 11 | -2 | -7 | -1.4 | 1 | x | 0.5
CCOC(=O)c1ccc(NCc2nc3ccccc3[nH]2)cc1 | -10 | 15 | -5 | 0.0 | 1 | 25 | -3.0 | 10 | -3 | -4.5
Cn1c(CNC(=O)Nc2ccccc2Cl)nnc1SCc1ccccc1 | 2 | 4 | 2 | 1.8 | 1 | 32 | 0.3 | -1 | -43 | -0.3
Cn1cc(C2CC(c3ccccc3)=NN2C(=O)c2ccccc2)c2ccccc21 (stereo not drawn) | -7 | -8 | -9 | -1.4 | 1 | -4 | -2.0 | -5 | 12 | -2.9

More results follow.
SMILES | GDH-TPI counter | CCHFV vOTU inh | Rv3671c protease | BioA inh | Mtb FBA inh | VHR inh abs | Mtb UGM inh | MazF activator | BoNT-F LC inh | FadD28 FP inh
NC(=O)CSc1nc2c(sc3ccccc32)c(=O)n1CCCC(=O)NCC1CCCO1 (stereo not drawn) | 10 | 10 | 7 | 0.0 | -2 | 8 | 1.3 | 3 | -1 | -0.2
O=C(Nc1nc2ccccc2n1CCN1CCOCC1)c1ccccc1 | 10 | 9 | 8 | -0.7 | -2 | 6 | -1.1 | 6 | -11 | -0.4
Cc1c(OCC(=O)NC(Cc2ccc(Cl)cc2)C(=O)O)ccc2c3c(c(=O)oc12)CCC3 (stereo not drawn) | 7 | -7 | -6 | 6.6 | 6 | 13 | 0.7 | 4 | -17 | -7.1
CCCCN1CCCCC1C(=O)Nc1c(C)cccc1C (stereo not drawn) | 3 | -2 | 4 | -4.4 | 6 | x | -0.8 | 4 | 4 | 0.8
COc1cccc(C=Nc2ccc3c(c2)CCC3)c1O | 3 | -7 | 17 | -2.3 | -1 | -3 | -0.2 | 11 | -14 | 0.0
CCC1=Nc2cc(C(=O)NCC3CCCO3)ccc2Sc2ccc(Br)cc21 (stereo not drawn) | 9 | 4 | -21 | x | 6 | -25 | 2.2 | -5 | -4 | -1.3
Cc1ccc2nc3c(cc2c1)CC1(C(=O)N(C)C(=O)N(C)C1=O)C1CCCCN31 (stereo not drawn) | 10 | -20 | -3 | x | 4 | 16 | -4.7 | 2 | -4 | -2.2
C[C@H]1CN([C@@H](C)CO)C(=O)c2cc(Br)cnc2O[C@@H]1CN(C)S(C)(=O)=O | 11 | 3 | x | -0.7&1.3 | 4 | x | x | 4 | -5 | -0.5

Single records, as listed above. Values in the order: GDH-TPI counter, CCHFV vOTU inh, Rv3671c protease, BioA inh, Mtb FBA inh, VHR inh abs, Mtb UGM inh, MazF activator, BoNT-F LC inh, FadD28 FP inh
Profile of Cc1ccc(Cn2c(C)c3cnn(CC(=O)NC4CCCC4)c(=O)c3c2C)cc1 → -2, -6, 1, -0.1, 1, 6, 1.3, 4, -6, -3.1
Profile of CN1CCN(Cc2nc(N)nc(Nc3ccc4c(c3)OCCO4)n2)CC1 → -8, -7, -1, x, -1, 1, -0.5, 4, 13, -0.7

Screens deposited in PubChem by several laboratories.
